Compound activity from PubChem.
TNF death inh: inhibitors of TNF-alpha triggered necroptosis, primary screen, cell-based, Jurkat FADD-/-, single concentration | Jurkat FADD-/- TNF necroptosis rescue, ATP luminescence, 24 h; 0 = TNF only, 100 = no-TNF cells | activation (protection from cell death), % at 10 µM | 0.068% of 220,000 active;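 active = activation, meaning protection from cell death, of at least 50% relative to plate controls; inactive = activation below 50%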;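 note: necroptosis triggered by 40 ng/mL TNF-alpha added together with compound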
Cl transport mod: KCC2 cotransporter modulators, thallium flux, primary screen, cell-based, HEK293 KCC2, FluoZin-2 fluorescence, MLSMR | 2.2% of 190,000 active | KCC2 cells, thallium flux FluoZin-2 fluorescence | Solute carrier family 12 member 5 (Homo sapiens), Q9H2X9 | B-score of Tl+ flux slope (higher = more flux/activation; lower = inhibition) at 10 µM | AID 1456, 2008;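 active = thallium flux slope and its plate-corrected score both differing from the plate sample mean at a set confidence after two filtering rounds, in either direction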;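 note: slope of fluorescence scaled to starting intensity during 10 to 20 s after thallium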
Rad51 HR inh: human RAD51 strand exchange inhibitors, primary screen, biochemical, fluorescence; DNA repair protein RAD51 homolog 1 (Homo sapiens), Q06609; 0.085% of 200,000 active; hRad51 DNA strand exchange, fluorescence dequenching; inhibition, % at 10 µM;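 active = inhibition above 40% at the single screening dose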;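 note: 0% = DMSO control wells and 100% = blanks with heterologous ssDNA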
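System: human Rad51 nucleoprotein filaments preassembled on unlabelled ssDNA. Reagent: labelled 47-mer dsDNA for strand exchange. Schedule: 30-min compound preincubation and 15-min exchange, both room temperature. Measured by: FRET fluorescence dequenching, excitation 485 nm, emission 520 nm. Read-out: Fluorescence-based percent inhibition, control- and blank-normalised. Benchmarks: plate controls and plate blanks.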
FXIIa inh: human FXIIa protease inhibitors, primary screen, biochemical, 1536-well | AID 800, 2007 | Coagulation factor XII (Homo sapiens), P00748 | 0.3% of 220,000 active | inhibition, % at 5 µM | purified FXIIa, Boc-QGR-AMC fluorogenic substrate, 2 h; in the data active = inhibition above about 40%;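 note: 0% = enzyme with no compound and 100% = blank without enzyme; many of its hits are not listed in these tables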
hK5 inh: human KLK5 protease inhibitors, primary screen, biochemical, 1536-well; recombinant hK5, fluorogenic AMC substrate cleavage; inhibition, % at 5 µM; Kallikrein-5 (Homo sapiens), Q9Y337; 0.59% of 210,000 active;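 active = inhibition of 40% or more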;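 note: 0% = enzyme controls without compound and 100% = no-enzyme blanks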
Target sequence (Q9Y337 67-293 limits assumed): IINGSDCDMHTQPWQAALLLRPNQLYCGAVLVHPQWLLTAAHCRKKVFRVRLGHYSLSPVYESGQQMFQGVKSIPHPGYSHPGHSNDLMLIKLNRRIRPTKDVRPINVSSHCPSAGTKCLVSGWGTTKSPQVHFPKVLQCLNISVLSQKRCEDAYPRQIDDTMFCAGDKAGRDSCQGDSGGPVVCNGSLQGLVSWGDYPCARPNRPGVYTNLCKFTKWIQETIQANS
Hck Nef HTS: inhibitors of Nef-activated human Hck kinase, primary screen, biochemical, Z-Lyte FRET, 384-well, Hck-YEEI; Tyrosine-protein kinase HCK (Homo sapiens), P08631; Recombinant Hck-YEEI plus Nef, Z-Lyte FRET kinase assay; inhibition, % at 20 µM; 0.68% of 220,000 active; AID 463187, 2010;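 active = Hck-Nef kinase inhibition above about 50%, limit read from the data; inactive = inhibition below that limit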;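 note: 0% = DMSO with Hck plus Nef and 100% = Hck alone without Nef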
Target sequence (P08631 whole entry, looked up): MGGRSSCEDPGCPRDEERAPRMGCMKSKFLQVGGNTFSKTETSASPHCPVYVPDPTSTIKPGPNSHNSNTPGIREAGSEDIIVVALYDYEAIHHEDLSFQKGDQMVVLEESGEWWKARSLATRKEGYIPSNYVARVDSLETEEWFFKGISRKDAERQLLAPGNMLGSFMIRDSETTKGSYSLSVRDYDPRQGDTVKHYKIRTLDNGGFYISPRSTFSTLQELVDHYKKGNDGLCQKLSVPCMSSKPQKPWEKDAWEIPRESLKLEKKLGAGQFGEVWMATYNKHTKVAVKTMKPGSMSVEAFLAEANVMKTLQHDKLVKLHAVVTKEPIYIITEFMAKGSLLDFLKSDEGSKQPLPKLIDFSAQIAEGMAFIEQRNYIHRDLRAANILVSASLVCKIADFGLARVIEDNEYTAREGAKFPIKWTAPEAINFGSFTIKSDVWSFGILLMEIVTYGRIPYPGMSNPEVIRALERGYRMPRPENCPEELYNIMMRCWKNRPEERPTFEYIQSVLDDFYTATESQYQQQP
L929 necroptosis: inhibitors of zVAD-triggered necroptosis, primary screen, L929 cells. 0.38% of 220,000 active. viability rescue, % at 10 µM. L929 zVAD necroptosis rescue, ATP luminescence, 24 h; with zVAD 60 µM. AID 1377, 2008;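 active = activation, scaled between plate controls, above about 75%, limit read from the data; inactive = activation under that limit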;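 note: 0% = zVAD with DMSO and 100% = DMSO alone without zVAD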
FXIa inh 1536: human FXIa protease inhibitors, primary screen, biochemical, 1536-well. Coagulation factor XI (Homo sapiens), P03951. 0.14% of 220,000 active. inhibition, % at 5 µM. purified FXIa, Boc-Glu-Ala-Arg-AMC fluorogenic substrate;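 active = inhibition of at least 40%; inactive = inhibition below 40%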;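 note: fluorescence of freed AMC excited at 355 nm; 0% = enzyme without compound and 100% = no enzyme blank; many of its hits are not listed in these tables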
Thrombin inh: human alpha-thrombin inhibitors, primary screen, counter-screen for coagulation protease inhibitor project, biochemical, 1536-well, fluorogenic AMC substrate; Prothrombin (Homo sapiens), P00734; Boc-VPR-AMC fluorogenic substrate cleavage; inhibition, % at 5 µM; 0.26% of 220,000 active;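 active = inhibition at or above 40%; inactive = inhibition below 40%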;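 note: 0% = enzyme with no compound and 100% = wells without enzyme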
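Assay system: human alpha-thrombin enzyme. Reagent: Boc-VPR-AMC substrate, 15 µM final. Compound dosing: one concentration per compound, 5 µM, with 0.2% DMSO. Incubation: room-temperature reaction. Technique: AMC fluorescence, 355/460 nm. Measure: % inhibition relative to enzyme controls and enzyme-free blanks.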
* marks the source's active call; other numbers are inactive results; nt = not tested or not shown.

Every second line gives: TNF death inh	Cl transport mod	Rad51 HR inh	FXIIa inh	hK5 inh	Hck Nef HTS	L929 necroptosis	FXIa inh 1536	Thrombin inh
CC(=O)c1cnc2sccn2c1=O
  0.8	0.79	15	6	-4	25	2.9	3	-13
CS(=O)(=O)N1CCC(C(=O)Nc2cc(Cl)ccc2Cl)CC1
  11	-2.3	-21	10	4	10	2.0	2	-13
CN(Cc1ccccc1)C(=O)c1[nH]cnc1C(=O)N[C@@H](Cc1ccccc1)C(=O)OCc1ccccc1
  -0.2	-0.81	3	11	-3	2	-0.5	-2	-3
O=C(Nc1ccc(-c2nc3cc(NC(=O)c4cccs4)ccc3o2)cc1)c1cccs1
  0.8	0.59	-4	10	4	3	0.4	2	-3
C#CCOCCOCCOCCNc1nc(N2CCN(C(=O)[C@H]([C@@H](C)CC)n3cc(CCCN=C(N)N)nn3)CC2)nc(N2CCN(C(=O)[C@H]([C@@H](C)CC)n3cc(CCCN=C(N)N)nn3)CC2)n1
  1.8	0.024	-3	18	0	-3	2.8	11	12
O=C(CSCc1ccc(F)cc1)Nc1nc2c(s1)CCCC2
  0.2	-2.1	66*	-10	0	-3	0.2	-5	-10
COc1ccccc1OCCCC(=O)Nc1nccs1
  1.9	0.16	nt	2	8	4	0.5	-3	-10
CCN(CC)CCn1c(NCc2ccc(OC)cc2)nc2ccccc21
  -0.2	0.32	-13	2	-10	7	-0.8	-7	-5
COc1ccc(NCC(=O)Nc2ccc(Cl)cc2C)c(OC)c1
  -0.5	-0.72	6	13	4	-1	0.4	0	0
CC(=O)N1c2c(cc(Br)cc2S(=O)(=O)N2CCOCC2)CC1C (stereo not drawn)
  2.2	1.9	3	15	-3	-1	0.8	5	1
CCOCCCNCc1ccc(OCc2ccccc2C)c(OC)c1
  3.8	0.71	-1	4	-2	1	0.1	-3	-2
CCn1nnc(-c2ccccc2NC(=O)c2ccc(-n3cnnn3)cc2)n1
  1.1	1.5	-3	16	-10	0	0.4	-3	1
CCCOc1ccc(-c2nc(=S)[nH][nH]2)cc1
  0.9	0.56	3	9	-122	1	0.6	-7	-5
CN(CC(=O)Nc1ccccc1F)S(=O)(=O)c1ccc2c(c1)n(C)c(=O)c(=O)n2C
  1.9	-1.7	30	-2	-2	13	0.9	-5	-10
O=C(O)c1ccc(/C=N/NC(=O)c2cc(-c3ccc4c5c(cccc35)CC4)n[nH]2)cc1
  2.5	-2.2	-40	0	-5	47	0.5	-3	4
Cc1cccc(C(=O)O/N=C(\N)Cc2ccc([N+](=O)[O-])cc2)c1
  -3.8	-1.6	2	7	-5	4	0.3	0	2
Cc1ccc(C)n1-c1nccc(-c2cccs2)n1
  -2.0	-0.33	nt	-12	-2	17	1.5	0	-4
Cc1nc(CS(=O)(=O)c2ccccc2)cc(Sc2ccc(Cl)cc2Cl)n1
  -5.7	nt	-7	18	-25	0	0.1	-12	-16
CC1(C(=O)N/N=C/c2ccccc2)CC1(Br)Br (stereo not drawn)
  0.6	nt	6	6	9	27	2.0	-3	5
Cc1cccc(NC(=O)C(=O)C2C(=O)Nc3ccccc32)c1 (stereo not drawn)
  -0.5	3.5	12	8	4	2	0.1	-3	-1
CCCCOc1ccc(OC(=O)Nc2cc(Cl)ccc2OC)cc1
  -6.5	0.05	-8	6	-2	28	-0.6	-4	-4
Cc1cccc(C(=O)Nc2ccc(CC(=O)O)cc2)c1
  -1.6	nt	4	10	-6	11	-0.7	-10	-2
CCOC(=O)C1(C)NC(c2ccc(OC)c(OC)c2)C2C(=O)N(CC)C(=O)C21 (stereo not drawn)
  -2.0	0.26	-5	16	5	0	-0.1	2	2
COc1ccc(SN=C2C(C)=CC(=O)C=C2C)cc1
  -14	0.27	5	12	5	23	-0.9	8	nt
CSc1nc2ccccc2cc1/C=C(\C#N)c1cccc(C)c1
  -2.7	-1.1	-7	-1	-10	3	-0.1	-4	1
COc1ccc(C(=O)NCCNc2ccc([N+](=O)[O-])cc2)cc1
  1.8	-0.8	7	0	-20	7	2.1	-11	3
O=C(Cn1c2[n+](c3ccc(C(F)(F)F)cc31)CCCCC2)Nc1c(F)cccc1F
  0.5	-0.051	15	2	-4	19	0.4	-5	-11
Cc1cc(N2C(=O)C3CCC(c4ccccc4)CC3C2=O)no1 (stereo not drawn)
  -0.4	0.08	7	4	-9	-2	0.5	-3	2
O=C(Cn1ccc([N+](=O)[O-])n1)NCCc1c[nH]c2ccccc12
  1.5	-0.045	nt	7	nt	-4	0.3	-2	-1
CNC(=O)CCN(Cc1ccco1)S(=O)(=O)c1ccc(OC)c(OC)c1
  -0.5	0.31	-10	20	16	-9	-0.5	-1	24
CCOc1ccccc1N(CC(=O)Nc1ccc(S(=O)(=O)N2CCOCC2)cc1)S(=O)(=O)c1ccccc1
  -0.8	0.18	-7	8	-15	0	-0.2	-2	0
Cc1cc2nc(/N=C(\N)NC(=O)N3c4ccccc4Sc4ccccc43)nc(C)c2cc1C
  0.6	-1.8	2	7	-15	7	2.3	0	-6
CCOc1ccccc1NC(=O)CSCC(=O)Nc1ccccc1
  2.6	1.3	-1	12	-12	-12	-0.6	1	3
COc1cc(-c2n[nH]c(=S)n2-c2cc(C(F)(F)F)ccc2Cl)cc(OC)c1OC
  -1.0	0.16	nt	1	-33	1	-0.2	-5	-8
COc1cc(OC)cc(C(=O)NCCSc2c[nH]c3ccccc23)c1
  -2.6	-1.5	-1	11	0	21	0.0	-1	-1
CC(=O)c1cccc(NC(=S)NCCc2ccc(Cl)cc2)c1
  -5.4	0.9	-49	3	-7	-53	0.5	-3	7
COc1ccc(/C=C2\SC(=S)N(CCC(=O)NC3=NCCS3)C2=O)cc1OC
  -0.4	0.047	-17	0	-4	0	0.4	1	7
C=CCSc1nnc2c(n1)OC=Nc1ccc(Br)cc1-2
  -0.5	-0.84	10	-7	-9	10	0.7	-3	-5
CC1(C)Cc2c(sc(NC(=O)c3ccco3)c2C#N)CO1
  -1.4	-0.018	-5	13	-12	1	0.9	2	4
Nc1cc(-c2ccc(Br)cc2)nc2cc(-c3ccccc3)nn12
  1.3	-0.71	-2	9	2	22	48	-1	-6
COc1ccc(NS(=O)(=O)c2cc(NC(=O)C3CC3)ccc2N2CCCCC2)cc1
  -0.6	-0.013	3	6	-1	13	0.2	-3	-7
CCOC(=O)C(C)On1c(-c2ccc(Cl)cc2)nc2ccc([N+](=O)[O-])cc21 (stereo not drawn)
  -4.2	-0.049	-3	17	-6	1	-0.3	-1	-3
Cc1ccc(OCC(=O)N2CCC(N3CCCCCC3)CC2)cc1
  0.0	nt	11	-1	-32	1	0.4	-14	42*
Cc1ccccc1OCC(O)Cn1c(NCc2ccco2)nc2c1c(=O)[nH]c(=O)n2C (stereo not drawn)
  -0.4	nt	6	13	-11	1	-0.3	6	-3
Cc1ccn(C(=O)c2ccc(NC(=O)C3CC3)cc2)n1
  -0.2	0.055	6	22	-2	15	2.6	5	-8

Rewritten with tabs: six of the compounds above.
Structure	TNF death inh	Cl transport mod	Rad51 HR inh	FXIIa inh	hK5 inh	Hck Nef HTS	L929 necroptosis	FXIa inh 1536	Thrombin inh
CC1(C)Cc2c(sc(NC(=O)c3ccco3)c2C#N)CO1	-1.4	-0.018	-5	13	-12	1	0.9	2	4
Nc1cc(-c2ccc(Br)cc2)nc2cc(-c3ccccc3)nn12	1.3	-0.71	-2	9	2	22	48	-1	-6
COc1ccc(NS(=O)(=O)c2cc(NC(=O)C3CC3)ccc2N2CCCCC2)cc1	-0.6	-0.013	3	6	-1	13	0.2	-3	-7
CCOC(=O)C(C)On1c(-c2ccc(Cl)cc2)nc2ccc([N+](=O)[O-])cc21 (stereo not drawn)	-4.2	-0.049	-3	17	-6	1	-0.3	-1	-3
Cc1ccc(OCC(=O)N2CCC(N3CCCCCC3)CC2)cc1	0.0	nt	11	-1	-32	1	0.4	-14	42*
Cc1ccccc1OCC(O)Cn1c(NCc2ccco2)nc2c1c(=O)[nH]c(=O)n2C (stereo not drawn)	-0.4	nt	6	13	-11	1	-0.3	6	-3

Three of the entries above in order of the FXIa inh 1536 value, lowest first.
Molecule	Cl transport mod	FXIIa inh	hK5 inh	Hck Nef HTS	FXIa inh 1536
COc1ccc(NS(=O)(=O)c2cc(NC(=O)C3CC3)ccc2N2CCCCC2)cc1	-0.013	6	-1	13	-3
CCOC(=O)C(C)On1c(-c2ccc(Cl)cc2)nc2ccc([N+](=O)[O-])cc21 (stereo not drawn)	-0.049	17	-6	1	-1
CCOc1ccccc1NC(=O)CSCC(=O)Nc1ccccc1	1.3	12	-12	-12	1

The list continues:
Every second line gives: TNF death inh	Cl transport mod	Rad51 HR inh	FXIIa inh	hK5 inh	Hck Nef HTS	L929 necroptosis	FXIa inh 1536	Thrombin inh
CCOc1ccc(NC(=O)NCCN2C(C)CCCC2C)cc1 (stereo not drawn)
  0.3	0.07	nt	13	0	3	1.9	0	3
CCOC(=O)c1nc(C)sc1-c1ccnn1S(=O)(=O)c1ccccc1C(F)(F)F
  -0.7	0.16	-14	5	0	16	-0.3	4	-4
COc1ccccc1OC(=O)C1CC(=O)N(c2ccc(Cl)cc2)C1 (stereo not drawn)
  -0.7	-0.39	1	-7	4	1	-0.1	-4	-6
CCOc1ccc(OC(=O)c2cccnc2)cc1
  -3.9	-0.15	-8	16	4	0	1.1	3	-1
CCCOC(=O)c1ccc(OCC(O)CN2CCN(C(=O)c3ccccc3)CC2)cc1 (stereo not drawn)
  -6.3	1.2	0	-3	-4	0	0.4	-3	-4
COc1ccccc1NC(=O)CCCc1nc(-c2ccc(OC)c(OC)c2)no1
  -0.3	-0.2	-4	12	-9	9	-1.1	12	2
COc1ccc2[nH]c(=O)c(CN(C(=O)c3cccnc3)c3ccccc3OC)cc2c1
  0.5	-0.36	-5	-12	-21	0	-0.1	-12	-1
Cc1ccc(Sc2c(O)c3ccccc3n(C)c2=O)cc1
  1.4	0.084	-1	30	-14	7	0.5	21	-2
CCOc1ccc(Nc2nc3ccccc3n3nnnc23)cc1
  -4.8	0.66	-11	6	-3	4	0.9	-1	-10
COCCN(C(=O)C(C)C)c1nnc(-c2cccc(C)c2)s1
  3.8	nt	-13	3	-7	2	10	-2	-3

This is a subset; count on the stated rates, not on these rows.
